Screening results as filed in PubChem BioAssay.
Pf apPOL block – Pf-apPOL DNA polymerase inhibition. inhibition, % at 10 µM. Recombinant Pf-apPOL, molecular beacon fluorescence, 1.5 h. 210,000 tested, 0.25% active
mHTT-CaM PPI inh – disrupts binding of mutant huntingtin to calmodulin. P42858. inhibition, % at 15 µM. 190,000 tested, 3.6% active. AlphaScreen His-mHTT/GST-CaM binding, luminescence;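 also: 0% = both proteins with DMSO and 100% = one protein alone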
An asterisk follows results filed as active; · = not tested or not shown; & = joins results of further samples. Rule as the data show it: active = inhibition above about 50%; inactive = the rest.

SMILES	Pf apPOL block	mHTT-CaM PPI inh
O=C(NCc1ccco1)C1CCCN(c2cnn(Cc3ccccc3)c(=O)c2)C1 (configuration not stated)	0	2
Cn1c(/C(C#N)=C/c2ccco2)nc2ccccc21	-3	5
Cc1ccccc1OCC(=O)Nc1cnc(-c2cccnc2)nc1	-1	1
COc1cc(/C(O)=C(\C#N)c2nc3ccccc3n2C)cc(OC)c1OC	1	11
COc1ccc(C(=O)N2CCCC(c3cccc(C(=O)NCc4ccccc4F)c3)C2)cc1 (configuration not stated)	1	8
CC(=O)Nc1cccc(N2CC(C(=O)Nc3ccc(C)c(F)c3)CC2=O)c1 (configuration not stated)	-2	-4
COc1ccc(N2C(=O)CC(N3CC(C)OC(C)C3)C2=O)cc1 (configuration not stated)	-9	1
O=C1OC(C(=O)Nc2ccc(Cl)c(C(F)(F)F)c2)Cc2ccccc21 (configuration not stated)	3	-5
Cc1cccc(CN2CCCn3nc(C(=O)NCCCN4CCN(C)CC4)cc3C2=O)c1	0	3
COc1ccc(S(=O)(=O)N2CCCC(C)(C(=O)NCc3ccccc3C)C2)cc1 (configuration not stated)	-1	0
O=S(=O)(c1ccc2c(c1)CCC2)N1CCC(n2c(-c3ccco3)nc3cccnc32)C1 (configuration not stated)	-6	-6
Cc1ccc(NC(=O)CCN2C(=O)c3ccncc3C2=O)cc1F	-1	-1
CCCCN1C(=O)C(C)(C(=O)Nc2ccc(C)c(C)c2)Oc2cccnc21 (configuration not stated)	-4	-4
O=C(Nc1ccc2c(c1)N(C(=O)c1ccccc1)CCC2)Nc1cccs1	3	23
CON(C)C(=O)C1CCNCC1	-1	2
O=C(Cc1csc(NC(=O)c2cnccn2)n1)NCCc1c[nH]c2ccccc12	-24	53*
Cc1cc(C)cc(-n2c(SCC(=O)Nc3nc(C)cs3)nc3c(c2=O)SCC3)c1	-2	21
COc1ccc(C=C2CSc3ccc(F)cc3C2=O)cc1	0	·
O=C(Nc1cccc(-c2nc3ncccc3o2)c1)c1ccco1	-2&1	3&0
Cc1ccc(Cn2cnc3c2c(=O)n(C2CC2)c(=O)n3-c2ccc(F)cc2)cc1	-3	-7
C=CCn1c(=N)n(CCOc2ccc(C)cc2)c2ccccc21	-3	4
COC(=O)c1sc(C(F)(F)F)c(-c2ccccc2)c1S(=O)(=O)N1CCOCC1	-6	·
O=C(Nc1ccccc1C(=O)O)c1ccc2c(c1)C(=O)N(CC1CCCO1)C2=O (configuration not stated)	-6	6
O=[N+]([O-])c1ccc(N2CCN(CCO)CC2)c2ncccc12	-1	5
Cc1nn(CCC(=O)N(C)Cc2cnn(C)c2)c(C)c1Cl	·	-2
CN(c1ccc([N+](=O)[O-])cc1Cl)C1CCCCC1	-8	·
Cc1ccccc1NC(=O)CN1CCC(c2nc(-c3ccccc3)no2)CC1	1	-7
O=C(Cn1nc2c(cc1=O)CCC2)NCc1ccccc1Cl	-3	-5
Cc1cc2c(c(=O)[nH]1)C(=O)O/C2=C\c1ccc(C)o1	-3	69*
COc1cc(/C=C2/NC(=O)N(Cc3ccc(Cl)cc3)C2=O)cc(Br)c1O	0	39
CCNc1cc(N2CCC(CCC(=O)NCCOC)CC2)ncn1	-2	-5
CN1OCC(S(=O)(=O)NCc2ccc(F)cc2)C1c1ccc(F)c(Cl)c1 (configuration not stated)	0	-14
CCOC(=O)CC1=NC(=O)CS1	1&-2	·
Cn1c(C2CCN(C(=O)C3CCCNC3)C2)nc2ccncc21 (configuration not stated)	4	9
CC(=O)C1=C(C)NC(SCC(=O)c2ccc(F)cc2)=C(C#N)C1c1ccc(Cl)cc1 (configuration not stated)	-5	-38
Cc1ccccc1N1CCN(CCOc2cccc(Cl)c2)CC1	-5	93*
O=C1C(N2CCCN(S(=O)(=O)C3CC3)CC2)CCN1Cc1ccccc1 (configuration not stated)	-3	7
COc1ccc(OC)c(CNC(=O)c2cn3c(n2)CCCC3)c1	0	1
COC(=O)Oc1c(Br)c(C)c2oc(=O)sc2c1Br	-11	30
O=C(O)C1CC(=O)N(CCc2ccccc2)C1 (configuration not stated)	-4	-7
COc1ccc(-c2coc3cc(OC(=O)c4ccc(Br)cc4)ccc3c2=O)cc1OC	-2	-3
CC12CC(NC(=O)N1C1CCCCC1)c1cc(Cl)ccc1O2 (configuration not stated)	-9	-3
CC(C)(C)c1ccc(S(=O)(=O)N2CCC(Oc3ccc4c(c3)OCO4)CC2)cc1	-7	-1
CC(CCc1ccccc1)NC(=O)CN1C(=O)NC2(CCCCC2)C1=O (configuration not stated)	-4	4
CC1CCN(c2cc(N3CCOCC3)c([N+](=O)[O-])cc2F)CC1	2	16
O=c1nc2s/c(=C\C=C\c3ccccc3)c(=O)n2nc1Cc1ccccc1	47	-1
Cc1cccc(C(=O)Nc2ccc(Cl)c(C(N)=O)c2)c1	3	-5
S=c1[nH]nc(COc2cccc3ccccc23)n1-c1ccccc1	·	3
COc1ccc(C)cc1NC(=O)NCCNC(=O)c1ccc(NC(=O)C2CCCC2)cc1	-2	-2
Cc1noc(-c2cccn3c(=O)n(CC4CCCO4)nc23)n1 (configuration not stated)	-6	-10
CCCOc1ccc(-c2ccc(-c3noc(-c4ccc(OC)cc4)n3)cc2)cc1	-11	-4
CNC(=S)NNC(=O)Cn1ccc(C(F)(F)F)cc1=O	-14	·
COc1ccc(N2CCN(Cc3nc4ccccc4[nH]c3=O)CC2)cc1	2	-4
O=C1CN(C(=O)C2CCCC2)C(c2ccc(F)cc2)c2cc(Br)ccc2N1 (configuration not stated)	-1	31
O=C(COc1ccc(Cl)cc1)N1CCC(N2CCc3ccccc32)CC1	-4	86*
O=S(=O)(c1ccc(I)cc1)N1CCN(c2ccccc2F)CC1	0	-8
Cc1ccc(C2CC(C(F)(F)F)n3nc(C(=O)N4CCCCC4)cc3N2)cc1 (configuration not stated)	-2	20
COc1ccccc1-c1onc(C)c1C(=O)N(C)Cc1ccccc1	-5	16
O=C(Nc1ccc(N2CCCCS2(=O)=O)cc1)c1cc(Cl)ccc1Cl	-2	-12
COc1ccc(C2CC3(O)NC(=O)C(C#N)(C3C)C2(C#N)C#N)cc1 (configuration not stated)	1	4

Structures from the list above that contain an aryl methoxy group:
SMILES	Pf apPOL block	mHTT-CaM PPI inh
COc1cc(/C(O)=C(\C#N)c2nc3ccccc3n2C)cc(OC)c1OC	1	11
COc1ccc(C(=O)N2CCCC(c3cccc(C(=O)NCc4ccccc4F)c3)C2)cc1 (configuration not stated)	1	8
COc1ccc(N2C(=O)CC(N3CC(C)OC(C)C3)C2=O)cc1 (configuration not stated)	-9	1
COc1ccc(S(=O)(=O)N2CCCC(C)(C(=O)NCc3ccccc3C)C2)cc1 (configuration not stated)	-1	0
COc1ccc(C=C2CSc3ccc(F)cc3C2=O)cc1	0	·
COc1cc(/C=C2/NC(=O)N(Cc3ccc(Cl)cc3)C2=O)cc(Br)c1O	0	39
COc1ccc(OC)c(CNC(=O)c2cn3c(n2)CCCC3)c1	0	1
COc1ccc(-c2coc3cc(OC(=O)c4ccc(Br)cc4)ccc3c2=O)cc1OC	-2	-3
COc1ccc(C)cc1NC(=O)NCCNC(=O)c1ccc(NC(=O)C2CCCC2)cc1	-2	-2
CCCOc1ccc(-c2ccc(-c3noc(-c4ccc(OC)cc4)n3)cc2)cc1	-11	-4
COc1ccc(N2CCN(Cc3nc4ccccc4[nH]c3=O)CC2)cc1	2	-4
COc1ccccc1-c1onc(C)c1C(=O)N(C)Cc1ccccc1	-5	16
COc1ccc(C2CC3(O)NC(=O)C(C#N)(C3C)C2(C#N)C#N)cc1 (configuration not stated)	1	4

The results go on:
SMILES	Pf apPOL block	mHTT-CaM PPI inh
COc1cccc2cc(C(=O)NCC(O)(c3ccccc3)C(F)(F)F)oc12 (configuration not stated)	-11	-14
CCN(CC)c1ccc(N=Cc2ccccc2O)cc1	3	15
Cc1ccc(/C=c2\sc3nc(=O)c(C)nn3c2=O)o1	12	1
Cc1cc(C)n(-c2cc(Cl)ccc2[N+](=O)[O-])n1	1	-4
CCN(CC)C(=O)CCCCCN1C(=O)C(=C2SC(=S)N(CCCCCC(=O)N(CC)CC)C2=O)SC1=S	-14	-3
CC(C)C(=O)NCc1csc(C2CCN(C(=O)c3ccc(N(C)C)cc3)CC2)n1	-6	-1
COc1ccc(C2C3=C(Nc4ncnn42)c2ccccc2OC3c2ccccc2Cl)cc1OC (configuration not stated)	-6	70*
COc1ccc(-c2nnc(NC(=O)c3c(C)cnn3C)o2)cc1	-17	33
NCC(O)COc1ccc2c(c1)OCO2 (configuration not stated)	-5	2
Cc1cccc(C(=O)N2CCCC(c3nc(CNC(=O)C(C)C)cs3)C2)c1 (configuration not stated)	-2	0
O=C(Nc1cnc(N2CCCCCC2)nc1)c1ccccc1Cl	-2	-4
CC(C)N1CC=C2C(C#N)=C(N)C(C#N)(C#N)[C@@H](c3ccsc3)[C@@H]2C1	·	7
O=C1CSC(c2cccnc2)N1c1ccccc1 (configuration not stated)	-6	·
Cc1ccccc1C(=O)N1CCC(c2nc(C(=O)N(C)C)c(C)o2)CC1	2	-8
Cc1c(Cl)cccc1N1CCC(C(=O)NC(C)c2ccccc2)C1=O (configuration not stated)	-1	-1
CCn1c(C)nc2cc(Cl)c(Cl)cc21	2	5
Cc1cc([N+](=O)[O-])ccc1NC(=O)c1ccccc1-c1ccccc1C(=O)O	-2	1
CCCNC(=O)CSc1nc2nc(C)c(Cc3ccc(C)cc3)c(C)n2n1	0	5
COc1ccc(-c2ccc(-c3cc(=O)oc4cc(OC)c(OC)c(OC)c34)cc2)cc1F	-5	-6
Cc1cc(C)n2c(Br)c(CN3CCC(C(N)=O)CC3)nc2n1	-2	4
COc1ccc(CNC(=O)C2CCc3nc(N4CCOCC4)ncc3C2)cc1 (configuration not stated)	1	3
C=CCc1cc(OC)ccc1OCCN1CCCC1	-5	3
Cc1nn(-c2ccccc2)c(C)c1CNCCN1CCOCC1	1	-5
O=[N+]([O-])c1cc(C=Nc2ccc(N3CCOCC3)cc2)ccc1Cl	-3	18
O=C(CN1CCOCC1)C12CC3CC(C1)CC(c1ccccc1)(C3)C2	-12	11
CC(=O)Nc1c2c3c(cccc3n(C)c1=O)C(=O)c1ccccc1-2	-3	7
COc1ccc(-c2noc(C3(NC(=O)COc4ccccc4)CCCCC3)n2)cc1	0	-1
COc1cc([N+](=O)[O-])cc2c1OC1(C=C2)N(C)c2ccccc2C1(C)C (configuration not stated)	-14	71*
Cc1ccc(NC(=O)CN2C(=O)S/C(=C\c3ccccc3)C2=O)cc1C	4	0
O=C(NCC1(c2ccccc2)CCCOCC1)c1cccc(Cl)c1 (configuration not stated)	2	16

3 entries picked at random from those above, as already listed:
SMILES	Pf apPOL block	mHTT-CaM PPI inh
Cc1nn(-c2ccccc2)c(C)c1CNCCN1CCOCC1	1	-5
O=C(CN1CCOCC1)C12CC3CC(C1)CC(c1ccccc1)(C3)C2	-12	11
COc1cc([N+](=O)[O-])cc2c1OC1(C=C2)N(C)c2ccccc2C1(C)C (configuration not stated)	-14	71*

The results go on:
SMILES	Pf apPOL block	mHTT-CaM PPI inh
O=C(c1ccncc1)N1CCC(c2cnn(-c3ccc(F)cc3)c2)CC1	-5	0
COc1cccc(CNC(=O)C2CCN(c3c(C#N)cnc4ccc(C)cc34)CC2)c1	-3	8
CCCN1C(=O)Cc2c(C)nc(-c3ccc(C)cc3)nc21	2	-8
CNc1ccc(C(=O)N(Cc2ccccc2)c2ccccn2)cc1[N+](=O)[O-]	-2	15
CCOC(=O)N1CCC2(CC1)N=C(c1ccccc1O)CC(c1ccc(F)c(Cl)c1)N2 (configuration not stated)	-1	52*
Cc1ccc(C2=N/C(=C\c3cccc(F)c3)C(=O)O2)cc1	-4	-2
Cc1ccc(C(C)NC(=O)c2ccccc2)c(C)c1 (configuration not stated)	-2	-12
CN1CCN(CC(=O)N2CCCc3c2c(=O)oc2ccc(O)cc32)CC1	-6	-4
CC(=O)NC(=O)C(C#N)=CN1CCOCC1	-4	·
COc1ccc(CC(=O)NCC2OCCc3ccccc32)cc1OC (configuration not stated)	-4	3
CCc1ccccc1NC(=O)c1ccc(NC(C)=O)cc1	-3	2
O=C(NCCc1c[nH]c2ccc(Cl)cc12)C1CCN(c2ccncc2)CC1	-2	5
Cn1c(CSc2nc3ccc(Br)cc3[nH]2)nc2ccccc21	3	25
COc1ccc(C(=O)N2CCN(c3ccc(OC)cc3)C(=O)C2C)cc1 (configuration not stated)	-2	4
COc1ccc(NC(=O)c2cc3c(n2C)CCN(Cc2ccc(F)cc2)C3)cc1	-5	99*
COc1cccc(C2C(=O)N(C3CCCCC3)CC(=O)N2Cc2ccccc2Cl)c1 (configuration not stated)	-12	-3
CC(SCc1ccccc1)C(=O)NCc1cccnc1 (configuration not stated)	2	-1
O=C(c1cccs1)N1CCCC(c2ccnc(-c3ccc(F)cc3)n2)C1 (configuration not stated)	-7	38
Nc1nonc1-c1noc(CCl)n1	·	-8
O=c1nc(NC2CCCCCCCCCCC2)cn[nH]1	·	-4
O=C(NCc1cc(F)cc(F)c1)c1cc2c(s1)CN(C1CCCC1)C2	1	-3
COc1ccc(C(C)=O)cc1F	-34	-11

Ordered by number of heavy atoms (lowest first): some entries from above
SMILES	Pf apPOL block	mHTT-CaM PPI inh
COc1ccc(C(C)=O)cc1F	-34	-11
Nc1nonc1-c1noc(CCl)n1	·	-8
CC(SCc1ccccc1)C(=O)NCc1cccnc1 (configuration not stated)	2	-1
O=C(NCc1cc(F)cc(F)c1)c1cc2c(s1)CN(C1CCCC1)C2	1	-3
